Yeast lifespan up: yeast lifespan extension; S. cerevisiae growth with nicotinamide, OD615; deaD strain in restrictive glucose medium; inhibition of the nicotinamide effect, % at 10 µM; hit rate 0.68% among 130,000; AID 775;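 active means inhibition above a set limit, placed 3 SD over the median of all compounds, cut at about 26% in these data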;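 further: 0% = nicotinamide-treated wells and 100% = cells grown without nicotinamide; some compounds called inactive have numbers as strong as hits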
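Test system – modified budding yeast, DeaD strain · Compound – single dose 10 µM compound, 0.25% DMSO · Times – culture preincubation 4 h, compound exposure 48 h, both 30 °C · Detection – optical density (absorbance) at 615 nm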
Phagocyt inh: blocks phagocytosis by macrophages | J774A.1 macrophage IgG-bead phagocytosis, imaging | inhibition, % at 5 µM | hit rate 0.07% among 110,000 | AID 1029;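 active means inhibition above the mean of the plate negative controls plus 5 SD, cut at about 13% in these data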;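 further: phagocytic index as fraction of beads internalized from green versus red external bead signal; plate controls were DMSO negative control for no effect and cytochalasin-D positive control for full effect; some results beyond the cut were filed as inactive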
PTEN del growth: suppresses growth of cells with PTEN deletion; HCT116 PTEN-null viability, CellTiter-Glo, 60 h; hits give low values; viability, % at 10 µM; hit rate 1.2% among 140,000;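 active means viability at or below a set limit, 4 SD under the median of all tested compounds, cut at about 3.7% in these data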;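 further: PTEN knockout HCT116 line with beta catenin targeted HCT116 as companion control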
NPY Y2 blocker: NPY-Y2 (human) receptor antagonism; NPY-Y2 expressing cells, antagonist mode; P49146; hit rate 0.99% among 140,000; inhibition, % at 2.7 µM; in the data active means inhibition above about 17%;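 further: 0% = vehicle with agonist challenge and 100% = reference antagonist with challenge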
Target sequence (P49146 whole entry, looked up): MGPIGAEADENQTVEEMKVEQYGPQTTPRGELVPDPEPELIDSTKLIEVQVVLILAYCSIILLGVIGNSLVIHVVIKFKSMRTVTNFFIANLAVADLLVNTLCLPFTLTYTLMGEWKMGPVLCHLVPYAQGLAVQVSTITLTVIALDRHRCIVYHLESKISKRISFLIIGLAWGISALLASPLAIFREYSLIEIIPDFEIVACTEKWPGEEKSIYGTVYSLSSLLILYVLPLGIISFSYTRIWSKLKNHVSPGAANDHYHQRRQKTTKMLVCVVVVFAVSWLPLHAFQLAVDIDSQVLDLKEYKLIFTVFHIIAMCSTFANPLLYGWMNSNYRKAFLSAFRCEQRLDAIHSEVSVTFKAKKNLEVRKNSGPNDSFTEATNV
BB579 growth dn: yeast BB579 growth reduction in restrictive medium | S. cerevisiae BB579 growth, OD615, 48 h | inhibition, % at 10 µM | hit rate 0.51% among 140,000 | AID 804;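 active means inhibition above a set limit, 3 SD over the mean compound inhibition, cut at about 44% in these data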; further: inactives centre near -24
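Assay system – yeast BB579 (DeaD) · Dosing – single compound dose of 10 µM, 0.25% DMSO final · Detection – OD615 turbidity measurement · Buffer or medium – CSMM-D restrictive synthetic medium containing dextrose (glucose) · Benchmarks – positive control amphotericin B 10 µg/mL · Incubation – 48 h exposure, 30 °C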
bCat KO growth: beta-catenin-lacking colon tumor cell growth suppression. HCT116 beta-catenin knockout viability, CellTiter-Glo, 60 h; hits give low values. viability, % at 10 µM. hit rate 1.5% among 140,000. AID 818;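 active means viability at or under a set limit, the compound median less 4 SD, cut at about 6% in these data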;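 further: 0% = Hyamine 1622 control at 20 µM and 100% = untreated cell control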
E-sel TNF inh: TNF alpha driven E-selectin expression inhibition; HUVEC TNFa-induced E-selectin immunofluorescence, high content; inhibition, % at 2 µM; hit rate 0.71% among 120,000; AID 1246;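 active means inhibition above the batch mean plus 3 SD, and confirmed as a hit on visual image review, cut at about 43% in these data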;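 further: 0% = TNF-stimulated DMSO wells and 100% = unstimulated control wells; not every result past the cut was called active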
Measles CPE: protection of cells from measles virus; Measles virus-infected cells, CPE protection, absorbance; protection (pct of control), % at 4 µM; hit rate 1.5% among 140,000; in the data active means protection mostly above about 24%, no sharp cut-off; inactive means mostly below about 26%; further: some compounds called inactive have numbers as strong as hits
GALR2 antag: blocks the human galanin receptor 2. O43603. inhibition, % at 4 µM. hit rate 0.39% among 140,000. GALR2-expressing cells, antagonist mode. AID 828; in the data active means inhibition above about 27%;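 further: cells stimulated with galanin 1-16 at roughly its EC80; 0% = agonist challenge control and 100% = basal control without agonist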
Target sequence (O43603 whole entry, looked up): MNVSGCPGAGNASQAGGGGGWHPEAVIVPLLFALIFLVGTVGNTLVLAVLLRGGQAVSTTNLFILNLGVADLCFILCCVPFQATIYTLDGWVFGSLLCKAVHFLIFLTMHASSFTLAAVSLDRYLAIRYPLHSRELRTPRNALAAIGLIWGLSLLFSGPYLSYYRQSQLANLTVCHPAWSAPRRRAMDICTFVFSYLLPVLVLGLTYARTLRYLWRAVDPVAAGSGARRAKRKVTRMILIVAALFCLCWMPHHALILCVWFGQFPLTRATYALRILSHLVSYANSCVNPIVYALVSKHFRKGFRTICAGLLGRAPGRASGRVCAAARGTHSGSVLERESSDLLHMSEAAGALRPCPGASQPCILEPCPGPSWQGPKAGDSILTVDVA
MRP-1 activ: MRP-1 activation. H69AR cells + doxorubicin, viability rescue, CellTiter-Glo. viability increase, % at 10 µM. hit rate 0.61% among 140,000. AID 799;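 active means viability gain under doxorubicin at or above a set limit, the compound median plus 3 SD, cut at about 4.7% in these data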;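 further: MRP-1 overexpressing cells given doxorubicin 25 µM after compound pretreatment; 18-22 h compound pretreatment then 72 h with doxorubicin before readout; 0% = doxorubicin-only wells and 100% = vehicle-treated cells without doxorubicin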
* hit, by the source's call; nt = no result given.

item	mol	GALR2 antag	Phagocyt inh	BB579 growth dn	NPY Y2 blocker	bCat KO growth	E-sel TNF inh	PTEN del growth	Measles CPE	MRP-1 activ	Yeast lifespan up
1	Cc1cc(C)cc(N(CC(=O)NCC2CCCO2)C(=O)CCC(=O)Nc2cc(C)on2)c1 (stereo not given)	14	-1	6	1	99	nt	86	10	-0.8	-11
2	CCOC(=O)Cc1cc(=O)n2[nH]c(-c3ccc(Cl)cc3)cc2n1	-1	2	-23	-6	80	6	91	17	0.2	-8
3	CC(C)CC(=O)NC(=S)Nc1ccc(Cl)cn1	14	-5	-20	1	99	nt	102	26	-0.9	-3
4	O=C(NCC1CCCO1)C1CCN(CC2CCCCC2)CC1 (stereo not given)	-1	0	-49	9	93	-9	98	25	-0.7	0
5	O=C(c1n[nH]c(=O)c2ccccc12)N1CCN(c2ccccc2Cl)CC1	-12	-1	-78	-2	86	12	85	3	-0.9	-6
6	CN(CC(=O)Nc1ccccc1N1CCOCC1)S(=O)(=O)c1ccc(F)cc1	11	nt	-53	11	73	nt	82	4	-2.1	53
7	CC(OC(=O)c1cccs1)C(=O)Nc1nc(-c2ccccc2)cs1 (stereo not given)	1	3	-24	2	91	-9	81	7	-1.2	-1
8	COC(=O)c1c(C)oc2ccc(NS(=O)(=O)c3cccs3)cc12	2	1	-39	1	90	20	87	22	-1.4	-1
9	CSc1cccc(NS(=O)(=O)c2cccc3nsnc23)c1	8	-3	-30	5	102	-38	97	15	-1.0	7
10	[O-][n+]1onc2c1CCC1N(O)C(c3ccccc3)CC21O (stereo not given)	4	-4	15	1	86	1	83	11	-3.8	-6
11	COc1ccc(C(N)=O)cc1NC(=O)c1cccc(F)c1	11	nt	-38	4	87	15	93	2	-3.5	-10
12	CC(C)CNC(=O)c1cccc(NC(=O)c2ccco2)c1	-3	0	-59	4	109	nt	110	22*	-1.0	-7
13	O=C(NC1CCCC1)c1cccc(NC(=O)c2ccco2)c1	0	0	-16	-1	98	3	86	8	-0.8	-5
14	O=C(Nc1cn(-c2ccccc2)nc1-c1ccc(F)cc1)c1ccccc1	7	-6	-12	7	94	nt	103	8	1.2	2
15	CC(C)c1[nH]nc2c1C(C(C)C)C(C#N)=C(N)O2 (stereo not given)	-7	-1	8	1	79	-4	79	nt	-2.2	-7
16	CCN(CC)Cc1c(O)ccc2c(=O)c(Oc3ccccc3OC)coc12	2	nt	-18	0	85	-4	94	4	-6.2	-3
17	CC(C)(C)NC(=O)NC(=O)Cn1cc(C(F)(F)F)ccc1=O	1	2	-41	-1	92	35	91	12	-0.8	-10
18	O=C(NCCO)c1ccc(-c2nnc(N3CCOCC3)c3ccccc23)cc1	-6	-2	-34	0	81	nt	79	0	-0.7	-9
19	COCCn1c(SCC(=O)Nc2sccc2C(N)=O)nc2cc(Cl)ccc2c1=O	11	2	-38	-1	42	1	33	12	-3.5	-10
20	Cc1ccc(C2=NCCNC2=O)c(C)c1	0	-1	-42	1	83	3	87	2	-2.5	1

Exported with two lines to a compound: 3 of the compounds above.
The line under a structure holds: GALR2 antag | Phagocyt inh | BB579 growth dn | NPY Y2 blocker | bCat KO growth | E-sel TNF inh | PTEN del growth | Measles CPE | MRP-1 activ | Yeast lifespan up
7	CC(OC(=O)c1cccs1)C(=O)Nc1nc(-c2ccccc2)cs1 (stereo not given)
→ 1 | 3 | -24 | 2 | 91 | -9 | 81 | 7 | -1.2 | -1
8	COC(=O)c1c(C)oc2ccc(NS(=O)(=O)c3cccs3)cc12
→ 2 | 1 | -39 | 1 | 90 | 20 | 87 | 22 | -1.4 | -1
9	CSc1cccc(NS(=O)(=O)c2cccc3nsnc23)c1
→ 8 | -3 | -30 | 5 | 102 | -38 | 97 | 15 | -1.0 | 7

Looked up above.
NPY Y2 blocker result of cpd 3 → 1
E-sel TNF inh result of cpd 19 → 1
MRP-1 activ result of cpd 15 → -2.2
Measles CPE result of cpd 6 → 4

More results:
item	mol	GALR2 antag	Phagocyt inh	BB579 growth dn	NPY Y2 blocker	bCat KO growth	E-sel TNF inh	PTEN del growth	Measles CPE	MRP-1 activ	Yeast lifespan up
21	Cc1ccccc1-n1c(=O)cc(N2CC(C)OC(C)C2)[nH]c1=O (stereo not given)	6	-1	11	-1	95	nt	78	5	-2.8	-16
22	COc1ccc(-c2c[n+]3c(n2-c2ccccc2)CCCCC3)cc1	-5	-10	-5	6	31	nt	43	9	-0.4	-3
23	CNCc1cn2cc(Cl)ccc2n1	2	-6	-26	2	84	9	85	16	-1.9	-1
24	CCC(Sc1nc2ccccc2c(=O)n1CC1CCCO1)C(=O)NCc1cccnc1 (stereo not given)	-12	2	13	2	98	nt	89	4	-1.3	-6
25	C=CCN1C(=O)c2oc3ccccc3c(=O)c2C1c1ccc(O)c(OC)c1 (stereo not given)	11	2	-11	2	107	-13	109	15	-0.7	-3
26	O=C(NNC1=C(C(=O)C(F)(F)F)CCC1)c1ccc(Br)cc1	-2	nt	-15	6	85	-11	100	1	4.2	-12
27	N#CC1=C(N)C(C#N)(C#N)C(c2ccncc2)C2CN(C(=O)OCc3ccccc3)CC=C12 (stereo not given)	9	nt	-44	2	81	6	82	3	-6.7	nt
28	COc1ccccc1C(=O)Nc1ccc(Cc2ccncc2)cc1	24	-11	-42	2	82	9	86	7	-2.2	-4
29	CCc1ccc(CCC(=O)Nc2nnc(CC)s2)o1	19	-1	-16	1	99	-47	106	6	1.3	-9
30	Cc1ccccc1C(=O)/C=C1/c2ccccc2CC(C)(C)N1C	3	nt	-7	4	34	-40	44	5	-4.3	-11
31	CCC(C)NS(=O)(=O)c1ccc(NS(=O)(=O)c2ccc(F)cc2)cc1 (stereo not given)	-4	0	-16	-2	96	23	85	12	-2.4	-12
32	CC(C)N(C)C1CCN(C(=O)Nc2ccc(Cl)c(Cl)c2)CC1	9	-1	-14	2	100	nt	78	7	-3.9	-20
33	O=C(CCCN1C(=O)CCC1=O)Nc1cccc(C(F)(F)F)c1	5	-2	15	2	94	-17	93	19	-2.2	-3
34	COc1ccccc1NC(=O)N1CCCC1C(=O)Nc1nnc(C(C)C)s1 (stereo not given)	-1	-3	-26	2	87	-34	85	4	-1.2	-10
35	COc1cc(OC)cc(C(=O)NC(=S)NCCc2ccccc2)c1	-3	-1	-1	7	93	-4	86	2	-4.0	-21
36	COc1cc(/C=C2\S/C(=N/S(=O)(=O)c3ccc(C)cc3)NC2=O)c([N+](=O)[O-])cc1OC	-4	nt	-23	7	94	16	95	5	0.6	nt
37	COc1ccc(C)cc1NC(=O)CN1CCN(S(=O)(=O)c2ccc(F)cc2)CC1	0	nt	-40	0	105	3	101	9	-4.0	-22
38	COC(=O)c1sc(S(=O)(=O)Nc2ccc3cn[nH]c3c2)c(C(=O)OC)c1C	19	-5	-35	0	96	0	96	3	-1.3	-9
39	Fc1ccc(-c2ccc(/C=N\n3cnnc3)o2)cc1Cl	1	0	-4	2	103	-10	97	7	2.3	-7
40	CCCCn1nnnc1SCC(=O)N1CCOCC1	7	0	-13	3	81	-33	92	3	-0.6	-8
41	CCCc1cc(=O)[nH]c(Nc2ccc(N3CCCCC3)cc2)n1	-1	0	-43	2	79	-7	84	8	-0.7	-11
42	COc1ccc(CCNC(=O)c2cc(-c3ccccc3)on2)cc1OC	-1	0	-64	4	84	nt	91	30	-1.6	-12
43	O=C(CC1c2ccccc2Oc2ccccc21)Nc1ccccc1F	17	-10	0	5	64	nt	75	10	-1.6	-2
44	O=C(CCCn1c(=S)[nH]c2cc3c(cc2c1=O)OCO3)N1CCN(C2CCCCC2)CC1	2	0	-43	0	80	-63	86	21	0.0	-10
45	COc1cccc(C2C(C#N)=C(N)Oc3c2oc(CO)cc3=O)c1 (stereo not given)	-5	nt	-25	5	91	-15	96	8	0.8	nt
46	CC1(C)Cc2noc(N)c2C(C)(C)N1OC(=O)c1ccccc1	1	0	-27	-1	89	1	86	6	-1.2	-11
47	COc1ccc(C(c2sc3nc(C)nn3c2O)N2CCCCC2)cc1 (stereo not given)	4	nt	-40	2	93	nt	102	4	-2.3	-2

Among those listed so far, four contain a thiophene ring, fused or not:
item	mol	GALR2 antag	Phagocyt inh	BB579 growth dn	NPY Y2 blocker	bCat KO growth	E-sel TNF inh	PTEN del growth	Measles CPE	MRP-1 activ	Yeast lifespan up
7	CC(OC(=O)c1cccs1)C(=O)Nc1nc(-c2ccccc2)cs1 (stereo not given)	1	3	-24	2	91	-9	81	7	-1.2	-1
8	COC(=O)c1c(C)oc2ccc(NS(=O)(=O)c3cccs3)cc12	2	1	-39	1	90	20	87	22	-1.4	-1
19	COCCn1c(SCC(=O)Nc2sccc2C(N)=O)nc2cc(Cl)ccc2c1=O	11	2	-38	-1	42	1	33	12	-3.5	-10
38	COC(=O)c1sc(S(=O)(=O)Nc2ccc3cn[nH]c3c2)c(C(=O)OC)c1C	19	-5	-35	0	96	0	96	3	-1.3	-9
